# Screens (PubChem)
# RXFP1 antag: RXFP1 (human) relaxin receptor antagonism | Q9HBX9 | activity change, negative = inhibition, % at 57.5 µM | AID 1259400 | HEK293-RXFP1, relaxin-stimulated cAMP HTRF, 30 min; hits give low values | 0.59% of 350,000 active;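 active means activity change of -60% or lower, but not beyond a set lower limit; inconclusive means change between -60% and -40%, or beyond the set limit; inactive means change above -40%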; further: on the % scale 0 is the no-effect control and ±100 the full control effect
# APEX1 inh: inhibitors of human APE1 endonuclease. recombinant APE1, TAMRA/BHQ-2 abasic DNA cleavage fluorescence. Potency, µM (titrated, usually from 65.8 µM), without a hit: at the top dose activity change, negative = inhibition, most hits filed as inhibitors. 0.35% of 350,000 active. AID 2517;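 further: potency means the concentration at half of the fitted maximal effect; plate controls were vehicle for no effect and reference inhibitor for full effect; nearly all actives have a fitted effect of over 55% in size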
# Target sequence (P27695 whole entry, looked up): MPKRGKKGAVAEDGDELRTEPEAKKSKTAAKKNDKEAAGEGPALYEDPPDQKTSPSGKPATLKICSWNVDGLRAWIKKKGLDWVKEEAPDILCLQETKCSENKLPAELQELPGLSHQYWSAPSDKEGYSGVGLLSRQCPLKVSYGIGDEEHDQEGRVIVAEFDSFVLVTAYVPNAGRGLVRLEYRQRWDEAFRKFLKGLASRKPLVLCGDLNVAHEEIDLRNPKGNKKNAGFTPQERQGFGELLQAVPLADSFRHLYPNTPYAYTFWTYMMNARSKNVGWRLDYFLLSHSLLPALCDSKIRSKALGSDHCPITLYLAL
#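 Step 1: APE1 (0.75 nM) with compound, 15 min RT. Step 2: add 50 nM fluorophore/quencher THF duplex. Step 3: three fluorescence reads 60 s apart (525/598 nm); read 3 minus read 1 = reaction progress.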
# POLB inh: blocks human DNA polymerase beta activity. P06746. Pol beta primer extension/strand displacement, fluorescence kinetic. Potency, µM (doses to about 114 µM), for the others: at the highest dose activity change, negative = inhibition, usual class: inhibitors. 1.3% of 340,000 active; further: potency means the concentration at half of the fitted maximal effect; on the % scale 0 is the no-effect control and ±100 the full control effect
#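 Curves were derived by four-parameter Hill fits of normalized qHTS data. The kinetic fluorescent primer-extension read was taken at 0 and 10 min after 50 nM substrate, following a 15 min room-temperature preincubation of 10 nM enzyme with compounds.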
# Pol eta inh: inhibitors of human DNA polymerase eta; recombinant Pol eta, fluorescent DNA replication assay; Potency, µM (series often up to 114 µM), for the others: top-dose activity change, negative = inhibition, most hits filed as inhibitors; 1.2% of 390,000 active; further: potency means the concentration at half of the fitted maximal effect; on the % scale 0 is the no-effect control and ±100 the full control effect
#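 Fluorescent replication assay: 50 nM final substrate added after a 15 min room-temperature compound preincubation with 10 nM enzyme. Signal taken at 0 min and again at 10 min.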
# Pol iota inh: blocks human DNA polymerase iota activity | 1% of 390,000 active | Q9UNA4 | Pol iota fluorescent replication assay, 10 min | Potency, µM (titrated, usually from 115 µM), for inactives: at the top dose activity, negative = inhibition, hits mostly inhibitors; further: potency means the concentration at half of the fitted maximal effect
# Target sequence (Q9UNA4 whole entry, looked up): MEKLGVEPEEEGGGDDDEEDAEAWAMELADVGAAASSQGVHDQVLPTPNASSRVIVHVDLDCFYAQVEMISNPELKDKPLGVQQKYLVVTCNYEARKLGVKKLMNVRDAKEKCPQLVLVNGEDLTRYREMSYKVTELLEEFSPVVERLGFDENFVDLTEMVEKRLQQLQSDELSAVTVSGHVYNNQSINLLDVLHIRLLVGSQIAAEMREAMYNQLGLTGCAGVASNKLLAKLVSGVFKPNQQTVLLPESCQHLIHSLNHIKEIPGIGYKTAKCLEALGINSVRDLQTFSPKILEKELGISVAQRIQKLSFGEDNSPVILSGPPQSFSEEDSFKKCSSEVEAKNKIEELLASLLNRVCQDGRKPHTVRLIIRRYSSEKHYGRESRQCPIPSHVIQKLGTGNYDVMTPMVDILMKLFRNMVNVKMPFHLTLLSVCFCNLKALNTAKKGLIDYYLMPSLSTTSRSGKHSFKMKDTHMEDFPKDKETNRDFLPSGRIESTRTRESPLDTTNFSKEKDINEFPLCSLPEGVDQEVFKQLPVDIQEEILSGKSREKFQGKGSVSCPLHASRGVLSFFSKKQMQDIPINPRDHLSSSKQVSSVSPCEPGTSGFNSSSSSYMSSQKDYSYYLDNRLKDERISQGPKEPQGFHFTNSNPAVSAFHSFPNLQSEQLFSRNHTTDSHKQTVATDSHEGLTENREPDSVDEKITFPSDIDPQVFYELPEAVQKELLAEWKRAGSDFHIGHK
#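 Pol iota at 10 nM preincubated 15 min with compounds at room temperature; reaction started with fluorescent substrate, 50 nM final. Fluorescence read kinetically at 0 and 10 min; buffer-only wells as negative control.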
# POLK inh: DNA polymerase kappa (human) inhibition | 0.53% of 400,000 active | purified Pol kappa, fluorescent DNA synthesis assay, 10 min | AID 588579 | Q9UBT6 | Potency, µM (doses to about 107 µM), inactives show top-dose activity, negative = inhibition, actives largely listed as inhibitors; further: potency means the concentration at half of the fitted maximal effect; on the % scale 0 is the no-effect control and ±100 the full control effect
#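 10 nM Pol kappa preincubated 15 min at room temperature with compounds, then reaction started with substrate at 50 nM final. Fluorescence read kinetically at 0 and 10 min; buffer-only wells served as negative control.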
# Tb PGK inh: T. brucei PGK inhibition; PGK/GAPDH coupled, Kinase-Glo luminescence, 60 min; Potency, µM (titrated, usually from 57.5 µM), for inactives: at the top dose activity change, negative = inhibition, usual class: inhibitors; 0.043% of 380,000 active; AID 602233; further: potency means the concentration at half of the fitted maximal effect; on the % scale 0 is the no-effect control and ±100 the full control effect; nearly all actives have a fitted effect of over 60% in size
#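 Luminescent ATP detection (Kinase-Glo Plus) follows a 60-minute room-temperature incubation, with wells lacking PGK as controls. Buffer: 100 mM TEA (pH 7.6), 5 mM MgCl2, 0.01% Tween-20. Coupling enzyme GAPDH (100 nM final) supplies unstable 1,3-BPG in-well.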
# BLM helicase inh: blocks DNA unwinding by human BLM helicase | P54132 | recombinant BLM DNA unwinding, fluorescence dequenching | Potency, µM (titrated, usually from 56.1 µM), for inactives: top-dose activity change, negative = inhibition, actives largely listed as inhibitors | 0.2% of 350,000 active | AID 2528;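 further: potency means the concentration at half of the fitted maximal effect; plate controls were vehicle for no effect and no enzyme for full effect; nearly all actives have a fitted effect of over 35% in size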
# Anesthetic bind: candidate novel general anesthetic via apoferritin binding; AID 485281; 0.074% of 350,000 active; apoferritin/1-aminoanthracene competitive binding, fluorescence; Potency, µM (top dose mostly 77.5 µM), for the others: at the top dose activity change, negative = displacement, most hits filed as inhibitors; further: potency means the concentration at half of the fitted maximal effect; on the % scale 0 is the no-effect control and ±100 the full control effect; nearly all actives have a fitted effect of over 20% in size
#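 Probe: 1-aminoanthracene (50% saturated, PBS). Protein: horse-spleen apoferritin, 10 uM. Incubation: 10 min, room temperature. Detection: 380 nm excitation, 535 nm emission. Analysis: normalized response, four-parameter Hill.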
# * hit, by the source's call; i = inactive; ? = inconclusive; . = not tested or not shown; & = joins results of further samples; [ ] = remark or other dose. Unless noted, the call rests on the fitted dose curve; in most records, active means well fitted curve in the direction sought with a large enough effect; inconclusive means small, poorly fitted or top-dose-only effect, or another doubt; inactive means no such curve, though single readings can be large; an effect the other way counts as inactive or inconclusive. Only part of the results is shown; the hit share may differ from the screen's.
SMILES,RXFP1 antag,APEX1 inh,POLB inh,Pol eta inh,Pol iota inh,POLK inh,Tb PGK inh,BLM helicase inh,Anesthetic bind
CSc1ncccc1C(=O)OCC(=O)N(CC(C)C)c1c(N)n(Cc2ccccc2)c(=O)[nH]c1=O,4.8,7.8%,2.7%,-9.8%,53.1%[activator],13.3%,i,-1.0%,0.5%
COc1ccc(/C=C/C2=NN(Cc3ccccc3)C(=O)CC2)cc1,-14.6,12.0%,17.5%,-13.5%,17.0%,0.0%,-4.5%,-9.7%,-12.2%
Cc1scc(C(=O)N/N=C/c2ccsc2)c1C,.,2.9%,0.0%,-11.4%,10.7%,-6.0%,-3.3%,2.8%,3.0%
O=C(NCc1ccccn1)c1cc(S(=O)(=O)N2CCN(c3ccccc3)CC2)ccc1Cl,1.3,12.2%,14.3%,-5.6%,-1.5%,-3.1%,2.5%,-7.1%,-18.8%
CCCC(=O)Nc1ccc(Cl)c(NC(=S)NC(=O)c2ccco2)c1,18.1,-6.7%,-1.8%,-8.3%,1.0%,-14.0%,-1.2%,1.3%,3.0%
COc1ccccc1NC(=O)NNC(=O)CN1C(=O)COc2ccccc21,-12.3,3.9%,43.1%,-0.1%,37.1%[activator],1.4%,5.5%,-1.1%,5.7%
CCN(CCCNS(=O)(=O)c1cc(-c2cc(C)no2)ccc1C)Cc1ccccc1,-0.9,-2.2%,30.8%,-18.0%,12.3%,1.3%,8.8%,4.9%,-16.5%
Clc1ccc(Cn2ccc3ccccc32)cn1,-0.8,-6.7%,1.9%,-2.0%,-6.4%&8.5%,-4.0%&-7.2%,1.1%,-1.6%,-10.8%
C=CC[C@@H](Cc1ccc(F)cc1)C(=O)OC[C@@H]1CCCN1C(=O)[C@@H](CC=C)CC(=O)N(CCO)Cc1ccccc1,.,2.6%,.,-5.8%,-0.6%,-8.4%,-0.5%,.,.
Cc1ccc(N2CCN(/N=C/c3sccc3C)CC2)cc1,-9.5,0.6%,0.9%,-11.2%,8.0%,-3.8%,i,-0.6%,47.8%[activator]
CCCC(=O)N1CCC(Cc2ccccc2)CC1,6.2,24.2%,-8.7%,-11.3%,-2.1%,-3.9%,-9.8%,-3.3%,-20.5%
CCC(CC)C(=O)Nc1cccc(C(=O)NCc2ccco2)c1,6.9,-11.4%,3.16µM*,?,39.8µM*,?,6.1%,-12.4%,1.4%
O=C(CN1CCN(c2ccccc2)CC1)N1CCN(c2ccccc2)CC1,-7.9,-4.4%,16.3%,1.1%,14.6%,4.5%,i,-3.3%,-9.8%
CN(C)CC(CCC(CN(C)C)C(O)(c1ccccc1)c1ccccc1)C(O)(c1ccccc1)c1ccccc1 (stereo not given),1.5,4.2%,0.4%,-3.4%,12.7%,-2.8%,-8.0%,-10.3%,3.1%
CN1C(C)(C)CC(NC(=O)c2ccco2)CC1(C)C,-10.3,47.3%[activator],0.7%,5.0%,24.9%,2.2%,-6.6%,-1.4%,6.7%
COc1ccccc1C(c1nnnn1C(C)(C)C)N1CCN(C(=O)c2ccco2)CC1 (stereo not given),-0.6,2.8%,-1.3%,-7.0%,1.7%,-12.0%,0.9%,-0.6%,-7.3%
CCOc1ccccc1C(=O)NC(C)c1ccc(-n2ccnc2)cc1 (stereo not given),-4.0,7.6%,102.9%,-7.9%,31.2%[activator],1.2%,15.4%,-0.6%,-6.3%
CSc1ccccc1NC(=O)c1onc(C)c1Cl,.,3.5%,6.7%,-1.1%,32.1%[activator],-4.2%,i,-3.4%,?
COc1ccc(Br)cc1C(=O)NCc1cccnc1,-7.4,-8.7%,-3.2%,-11.1%,-2.2%,-3.8%,-7.5%,-9.8%,4.5%
CCc1cccc(CC)c1NC(=O)CO/N=C(\C)c1cccs1,7.1,3.6%,8.3%,-10.9%,4.2%,-0.5%,-0.6%,1.6%,-3.8%
COc1cccc(OC)c1C(=O)OCC(=O)Nc1ccc(OC(F)(F)F)cc1,-4.9,-8.3%,0.8%,-23.5%,9.1%,-9.6%,1.1%,-17.0%,3.2%
CC1C(=O)N2CCCc3cc(NC(=O)C4CCCCC4)cc1c32 (stereo not given),-11.4,5.7%,.,-13.2%,51.5%[activator],-1.2%,0.4%,.,.
CC(=O)N1CCN(CC(=O)Nc2c(Cl)cc(Cl)cc2Cl)CC1,1.1,-1.4%,2.0%,-10.0%,182.6%[activator],8.4%,1.1%,-4.9%,-10.6%
CC(C)CC(NC(=O)C(CC(C)C)NC(=O)OC(C)(C)C)C(N)=O (stereo not given),8.5,-2.3%,9.5%,-5.0%,4.2%,-12.9%,-2.5%,1.7%,11.8%
O=C(/C=C/c1ccco1)NC(=S)Nc1ccc(Cl)cn1,-1.9,?,35.5µM*,?,?,-32.2%,-1.3%,-10.1%,-22.1%
CCC(C)c1ccccc1N1CC(C(=O)N2CCN(S(=O)(=O)c3ccccc3Br)CC2)CC1=O (stereo not given),-3.2,10.4%,.,-9.0%,44.3%[activator],2.3%,-8.4%,.,.
COc1cccc(NC(=O)CN2CCSc3ccccc32)c1,-10.7,7.6%,0.1%,-4.6%,128.3%[activator],-4.9%,8.8%,-5.4%,-19.4%
Cc1ccc(CCNC(=O)CCCc2nnc3n(C)c(=O)c4sccc4n23)cc1,-8.8,.,19.2%,.,2.1%,-2.0%,.,3.8%,-1.6%
CCOc1ccccc1NC(=O)c1c(NCc2sccc2C)sc2c1CCC(C)C2 (stereo not given),-17.5,.,5.4%,.,-27.7%,-23.7%[60.1 µM],.,-8.5%,-10.9%
C[C@H](CO)N1C[C@H](C)[C@@H](CN(C)C)Oc2c(NS(=O)(=O)c3cn(C)cn3)cccc2C1=O,.,31.2%,.,-14.8%,11.6%,-16.5%,-2.9%,.,.
COc1ccc(C(=O)Nc2ccc(N(C)Cc3ccccc3)c(C(=O)O)c2)cc1,-6.4,.,3.4%,-6.3%,-5.7%,-4.7%[60.1 µM],-18.3%,4.2%,-13.1%
CCOc1ccc(-n2c(SCC(=O)Nc3ccccc3CC)nc3n[nH]c(C)c3c2=N)cc1,.,0.0%,-15.7%,.,.,.,.,-3.0%,-14.2%
CCC(CC)C(=O)NCc1cccnc1,-2.5,5.3%,4.7%,4.3%,69.3%[activator],-15.3%,1.7%,-1.1%,-1.9%
CC(C)(C)OC(=O)N1CCC(c2c(C(=O)N3CCC(c4ccccc4)C3)cnn2-c2ccc(Cl)cc2)CC1 (stereo not given),-23.3,.,20.6%,-18.4%,7.3%,-4.9%,-6.3%,-10.4%,-4.8%
O=C(CCc1ccc(S(=O)(=O)N2CCOCC2)cc1)NCCc1ccccn1,-2.5,-6.2%,12.2%,-10.4%,-4.1%,-17.7%,-6.3%,1.9%,-5.6%
O=C(COc1ccc([N+](=O)[O-])cc1)Nc1ccc2c(c1)nc1n2CCOC1,22.0,26.3%,?,7.9%,?,-8.0%,-4.6%,-3.9%,-5.2%

# Rewritten with each value named: 4 of the compounds above.
> CC(=O)N1CCN(CC(=O)Nc2c(Cl)cc(Cl)cc2Cl)CC1
  RXFP1 antag: 1.1; APEX1 inh: -1.4%; POLB inh: 2.0%; Pol eta inh: -10.0%; Pol iota inh: 182.6%[activator]; POLK inh: 8.4%; Tb PGK inh: 1.1%; BLM helicase inh: -4.9%; Anesthetic bind: -10.6%

> COc1ccc(/C=C/C2=NN(Cc3ccccc3)C(=O)CC2)cc1
  RXFP1 antag: -14.6; APEX1 inh: 12.0%; POLB inh: 17.5%; Pol eta inh: -13.5%; Pol iota inh: 17.0%; POLK inh: 0.0%; Tb PGK inh: -4.5%; BLM helicase inh: -9.7%; Anesthetic bind: -12.2%

> O=C(NCc1ccccn1)c1cc(S(=O)(=O)N2CCN(c3ccccc3)CC2)ccc1Cl
  RXFP1 antag: 1.3; APEX1 inh: 12.2%; POLB inh: 14.3%; Pol eta inh: -5.6%; Pol iota inh: -1.5%; POLK inh: -3.1%; Tb PGK inh: 2.5%; BLM helicase inh: -7.1%; Anesthetic bind: -18.8%

> O=C(/C=C/c1ccco1)NC(=S)Nc1ccc(Cl)cn1
  RXFP1 antag: -1.9; APEX1 inh: ?; POLB inh: 35.5µM*; Pol eta inh: ?; Pol iota inh: ?; POLK inh: -32.2%; Tb PGK inh: -1.3%; BLM helicase inh: -10.1%; Anesthetic bind: -22.1%

# (cont.)
SMILES,RXFP1 antag,APEX1 inh,POLB inh,Pol eta inh,Pol iota inh,POLK inh,Tb PGK inh,BLM helicase inh,Anesthetic bind
Cc1ccc(CCC(=O)Nc2ccc(Br)cc2)o1,1.7,13.9%,20.9%,-0.4%,-4.0%,-3.7%,-5.3%,-7.4%,-19.1%
Cc1ccc(CNC(=S)NC2CCC(C(C)(C)C)CC2)cc1 (stereo not given),3.6,3.6%,-3.3%,-21.8%,-9.2%,-8.6%,1.0%,-11.4%,?
O=C(NC(=S)Nc1ccccc1Cl)c1csnn1,-5.6,-6.7%,-0.5%,2.0%,?,-7.4%,-9.6%[11.5 µM],-20.4%,?
CCC(=O)c1ccc(OCC(=O)OCC(=O)Nc2ccc3c(c2)OCCO3)cc1,-3.6,-3.1%,.,-29.7%,76.5%[activator],-2.8%,-4.3%,.,.
CCOC(=O)C(C)Oc1cccc2c(=O)n(CC(=O)Nc3ccc(OCC)cc3)ccc12 (stereo not given),-2.1,2.6%,17.6%,-18.0%,38.2%[activator],0.5%,-5.9%,-2.2%,5.1%
COc1ccc2[nH]cc(CCNC(=O)Nc3ccc(F)cc3)c2c1,1.6,.,9.8%,-13.9%,-19.4%,-13.4%,-5.8%,-4.2%,-0.1%
O=C(Nc1cc2ccccc2oc1=O)c1ccccc1,4.2,4.4%,-16.4%,-15.8%,48.2%[activator],-0.9%,-20.0%,-0.3%,-7.2%
CCC(=O)Nc1cccc(C2=NOC3(C2)C[C@H](C(N)=O)N(C(=O)c2ccc(Cl)cc2)C3)c1 (stereo not given in full),.,-8.3%,8.0%,-2.5%,?,-2.8%,-6.1%,-1.6%,-2.7%
COc1ccc(NC(=O)CCC(=O)NCCO)cc1,-3.2,4.6%,0.2%,-16.3%,-4.7%,-1.7%,i,-7.2%,-11.6%
